S3 lipid droplet = qHTS Assay for Lipid Storage Modulators in Drosophila S3 Cells; 0.64% of 320,000 active; Drosophila S3 cells, BODIPY lipid droplet fluorescence, 18-24 h; cells fed with added oleic acid; Potency in µM for hits, for the others lipid storage change, negative = inhibition, % at the top dose, mostly 46.1 µM; active = well fitted inhibition curve with a large enough effect in the signal ratio, with a control signal flat, not every such curve was filed as active; inconclusive = small, poorly fitted or top-dose-only effect, or effect the other way, or a change in a side signal; the % refers to the signal ratio
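Drosophila S3 cells got compounds at several concentrations plus oleic acid (400 uM solution). Laser-scanning cytometry with 488 nm excitation read lipid droplets at 500-530 nm and cells at 575-640 nm. Percent activity was relative to 20 uM Triacsin C.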
S3 lipid droplet cell count max = recorded beside S3 lipid droplet, whose call it bears; cell number change, %; measured here: cell count max response;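 cells counted by Cell Tracker Red CMTPX staining in the red channel; peak over a dose series mostly up to 46.1 µM; percent activity relative to internal control wells on each plate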
The depositor's hits bear a star; i = inactive; ? = inconclusive; nt = no result given; [ ] = remark or other dose. % is set by controls: 0 for no effect and ±100 for the full control effect; potency is the fitted concentration of half-maximal effect. Some of the compounds tested; count on the stated rates, not on these rows.

The opening three records as a preview:
Results follow in this order: S3 lipid droplet | S3 lipid droplet cell count max
#1 COC(=O)[C@@]12CCCCN1[C@H](c1ccc(-c3cc(C(C)=O)cs3)cc1)[C@H]1C(=O)N(C)C(=O)[C@H]12
  ? | nt
#2 Nc1cnn(Cc2ccccc2F)c1
  ? | nt
#3 Cc1cc(C)cc(N2CC34C=CC(O3)C(C(=O)OCC(=O)NCc3ccco3)C4C2=O)c1 (stereo not drawn)
  ? | nt

Results, previewed entries included:
Results follow in this order: S3 lipid droplet | S3 lipid droplet cell count max
#1 COC(=O)[C@@]12CCCCN1[C@H](c1ccc(-c3cc(C(C)=O)cs3)cc1)[C@H]1C(=O)N(C)C(=O)[C@H]12
  ? | nt
#2 Nc1cnn(Cc2ccccc2F)c1
  ? | nt
#3 Cc1cc(C)cc(N2CC34C=CC(O3)C(C(=O)OCC(=O)NCc3ccco3)C4C2=O)c1 (stereo not drawn)
  ? | nt
#4 Cc1cc(C(=O)CSc2nnc(-c3cccs3)o2)c(C)n1-c1ccccc1
  ? | nt
#5 CCc1ccccc1NC(=O)Nc1ccon1
  5.1% | nt
#6 CCOC(=O)Cn1cc(C#N)c(=O)[nH]c1=O
  ? | nt
#7 CC(Oc1cc2oc(=O)c3c(c2cc1Cl)CCCC3)C(=O)NCc1ccncc1 (stereo not drawn)
  i | -12.7
#8 COc1ccc(OC)c(S(=O)(=O)N2CCC3(CC2)CC(=O)c2ccccc2O3)c1
  ? | nt
#9 Oc1ccc(C[C@H]2CNCCN2CCC23CC4CC(CC(C4)C2)C3)cc1
  ? | nt
#10 COCc1ccc(-c2c(-c3ccsc3)sc3ccccc23)cc1
  10.9% | -13.7
#11 O=C(N/N=C/c1c(F)cccc1Cl)c1ccc(Cn2cc(Br)cn2)o1
  -5.9% | -8.8
#12 CC(=O)N/C(=C/c1ccc2c(c1)OCO2)C(=O)O
  19.2% | 10.5
#13 C/C(=N\NC(=O)c1cccc2ccccc12)c1cccnc1
  ? | nt
#14 CCOC(=O)N1CCN(S(=O)(=O)c2ccc3c(c2)CC(C)N3C(C)=O)CC1 (stereo not drawn)
  ? | nt
#15 CCOc1cc(NS(=O)(=O)c2ccc(Cl)cc2)c(OCC)cc1NC(=O)CC(C)C
  i | nt
#16 Cc1onc(C(=O)NCc2ccccn2)c1[N+](=O)[O-]
  ? | nt
#17 O=C1CCCN1CC(O)CS(=O)(=O)Cc1ccccc1Cl (stereo not drawn)
  ? | nt
#18 COC(=O)CSc1nnc(C)n1-c1cccc(OC)c1
  ? | nt
#19 COc1ccc2cc(/C=C3\SC(=S)NC3=O)c(N3CCOCC3)nc2c1
  ? | nt
#20 Cc1cc(C)cc(NCc2cc3c(cc2[N+](=O)[O-])OCO3)c1
  -5.0% | nt
#21 COc1ccc(-n2ccnc2CN2CCN(C3CCCC3)C(CCO)C2)cc1 (stereo not drawn)
  ? | nt
#22 CCOC(=O)Cn1c(=NC(=O)CSC(C)=O)sc2cc(OC)ccc21
  i | 16.1
#23 O=C(NC(=S)Nc1ccccn1)c1cc(-c2ccccc2)nc2ccccc12
  ? | nt
#24 O=C(CSCc1ccccc1F)NCc1ccc(F)cc1
  0.3% | 1.7
#25 CCOC(=O)c1c(NC(=O)CN2CCN(c3ccc(Cl)cc3)CC2)sc(C)c1C
  i | -8.7
#26 CCOC(=O)N1CCN(C(=O)c2ccc3c(=O)n(-c4ccccc4F)c(=S)[nH]c3c2)CC1
  1.7% | -8.8
#27 Cc1ccc(-c2nn(C)c(=O)c3ccccc23)cc1S(=O)(=O)NCCN(C)C
  21.2% | nt
#28 CCc1ccc(N2CCN(C(=O)c3ccc(OC)c(OC)c3)CC2)cc1
  ? | nt
#29 CCc1nc2ccccc2c(C(=O)Nc2cccc(C)c2)c1C
  ? | nt
#30 COc1ccc(N=C(NN)c2ccc3ccccc3n2)cc1
  ? | nt
#31 CC(C)N1CCC2(CC1)Oc1ccc(Br)cc1C1CC(c3cccnc3)=NN12 (stereo not drawn)
  ? | nt
#32 O=C(Nc1nnc(CC(=O)N2CCOCC2)s1)C1COc2ccccc2O1 (stereo not drawn)
  ? | nt
#33 O=C(O)CNC(=O)C1COc2ccccc2O1 (stereo not drawn)
  19.0% | 6.7
#34 CCn1c(=O)c(C(=O)NCCc2ccc(OC)c(OC)c2)c(O)c2ccccc21
  i | -22.2
#35 CCOc1cc(CN2CCN(C(=O)c3cccc4ccccc34)CC2)ccc1OC
  ? | nt
#36 Cc1nn(-c2ccccc2)c2c1c(C)c(CCC(=O)NCC1CCCO1)c(=O)n2C (stereo not drawn)
  i | -8.6
#37 CS(=O)(=O)c1ccc(NS(=O)(=O)c2ccc(Cl)c(C(=O)NCc3ccco3)c2)cc1
  ? | nt
#38 COC(=O)c1ccc(NC(=O)c2cccc(C)c2)cc1
  i | 5.2
#39 Fc1ccccc1Cn1nnc(-c2ccc3c(c2)OCO3)n1
  i | nt
#40 COc1ccc(Cl)cc1C(=O)Nc1ccc(Br)c(C)n1
  ? | nt

Next section:
cpd	smiles	S3 lipid droplet	S3 lipid droplet cell count max
41	CCn1cc(/C=C(\NC(=O)c2ccccc2Cl)C(=O)N2CCOCC2)c2ccccc21	?	nt
42	O=C(CSc1nnc(CNC(=O)c2ccccc2F)o1)Nc1cccc(C(F)(F)F)c1	?	nt
43	COc1cc(-c2nnc(NC(=O)CS(=O)(=O)c3ccc(C)cc3)o2)cc(OC)c1OC	?	nt
44	CCOC(=O)C1=C(C)Nc2nc3ccccc3n2C1c1ccccc1 (stereo not drawn)	?	nt
45	CN1CCC(N(C)S(=O)(=O)c2ccc(NC(=O)COc3cccc(C(F)(F)F)c3)cc2)CC1	?	nt
46	O=C(CSc1nnc(NC(=O)C2CC2)s1)NCc1ccccc1Cl	i	-18.4
47	CCC(Oc1ccccc1)C(=O)N(Cc1ccccc1)c1ccccn1 (stereo not drawn)	-4.9%	4.0
48	COC(=O)c1ccc(CSc2ccc(S(=O)(=O)N3CCCCC3)cn2)cc1	7.2%	20.9
49	Cc1nc(SCC(=O)c2ccccc2)n[nH]1	?	nt
50	O=c1[nH]c(C2CCCN(S(=O)(=O)c3ccccc3)C2)nc2c1nnn2Cc1ccccc1Br (stereo not drawn)	i	nt
51	Cc1cccc(/C=C2\CS/C(=C\c3cccc(C)c3)C2=O)c1	10.4%	-8.4
52	Cn1c(=O)c2c(nc(N3CCN(c4ccccn4)CC3)n2Cc2ccc(Cl)cc2Cl)n(C)c1=O	0.9%	-3.0
53	Cc1ccc(NC(=O)NC2CCCCC2)cc1S(=O)(=O)N1CCOCC1	?	nt
54	S=C(Nc1ccc(Oc2ccccc2)cc1)NC1CCCCC1	i	nt
55	Cc1cc(Nc2ccc(F)c(F)c2)nc(-c2ccccc2O)n1	-1.6%	-20.3
56	Cc1nn(-c2ccccc2)c(C)c1NC(=O)c1cccs1	?	nt
57	COCCCn1c(C)nnc1SCC(=O)NCc1ccco1	-0.2%	16.3
58	CC1=C(C#N)C(=O)NC(=O)/C1=C\c1ccc(-c2ccc(C)cc2[N+](=O)[O-])o1	?	nt
59	CCn1c(-c2cc(Br)cc(OC)c2O)nc2cc(S(=O)(=O)N(C)C)ccc21	?	nt
60	COc1ccc(Cl)cc1S(=O)(=O)N(C)CC(=O)N1CCOCC1	?	nt
61	Cc1ccc(N=Nc2c(N)nn3c(N)c(C#N)c(C)nc23)cc1	-1.6%	-3.4
62	CC(C)C(=O)NC(c1ccc([N+](=O)[O-])cc1)c1c(O)ccc2ccccc12 (stereo not drawn)	?	nt
63	COCc1cc(=O)[nH]c(/N=C(\N)Nc2ccc(Oc3ccccc3)cc2)n1	?	nt
64	O=C(NNS(=O)(=O)c1cc(Cl)cc(Cl)c1)c1sccc1-n1cccc1	?	nt

Gathered by group, the entries above with a COOH group
cpd	smiles	S3 lipid droplet	S3 lipid droplet cell count max
12	CC(=O)N/C(=C/c1ccc2c(c1)OCO2)C(=O)O	19.2%	10.5
33	O=C(O)CNC(=O)C1COc2ccccc2O1 (stereo not drawn)	19.0%	6.7

New compounds follow:
cpd	smiles	S3 lipid droplet	S3 lipid droplet cell count max
65	O=C1CNC(=O)/C1=C\N1CCCCC1	?	nt
66	COc1cccc2cc(/C(=N/O)c3ccccc3)oc12	-2.3%	-20.3
67	CCN1CCCC1CNC(=O)c1cc(S(=O)(=O)N(C)C)ccc1Cl (stereo not drawn)	i	-13.5
68	COc1ccc(CC2(C)OC(c3ccc(C)c([N+](=O)[O-])c3)=NN2C(C)=O)cc1 (stereo not drawn)	3.1%	21.3
69	O=C(CSc1nc2ccccc2o1)Nc1ccc(Cl)cc1	?	nt
70	CCCCn1c(N)c(N(CC(C)C)C(=O)c2ccc(-c3ccc([N+](=O)[O-])cc3)o2)c(=O)[nH]c1=O	?	nt
71	CCOC(=O)c1ccccc1N1C(=O)C2Sc3[nH]c(=O)sc3C(/C=C/c3ccccc3)C2C1=O (stereo not drawn)	?	nt
72	CCc1ccccc1NC(=O)C1CCCN(c2ncnc3onc(-c4ccc(F)cc4)c23)C1 (stereo not drawn)	i	-19.5
73	CC1CC1C(=O)OCC(=O)Nc1cccc([N+](=O)[O-])c1 (stereo not drawn)	1.3%	nt
74	Cn1c(N)cc(=O)n(Cc2ccccc2)c1=O	?	nt
75	COc1ccc(CCNC(=O)Cc2cc(OC)c(OC)cc2Br)cc1OC	?	nt
76	O=C(Cn1cc(C(=O)C2CCCCC2)c2ccccc21)NCC1CCCO1 (stereo not drawn)	?	nt
77	CCN(CC(=O)Nc1ccc2c(c1)OCCO2)S(=O)(=O)c1ccc(F)cc1	?	nt
78	O=C(c1cccc(F)c1)N1CCN(c2ccc([N+](=O)[O-])c3cccnc23)CC1	-5.1%	11.3
79	CS(=O)(=O)Nc1ccccc1C(=O)NCc1ccccc1Cl	7.9%	27.7
80	Cc1ccc(NC(=S)N(Cc2cccs2)Cc2cc3cccc(C)c3[nH]c2=O)cc1	?	nt
81	Cc1c2cnn(CC(=O)NCCCN3CCCCC3C)c(=O)c2c(C)n1Cc1ccccc1 (stereo not drawn)	?	nt
82	O=C(c1cc(COc2c(F)cccc2F)on1)N1CCN(C2CCCCC2)C(=O)C1	?	nt
83	CN(CC(=O)Nc1ccccc1Br)C(=O)CNC(=O)c1cccs1	i	10.5
84	O=C(N/N=C/c1cccs1)c1ccc(-n2cccc2)cc1	17.1%	11.3
85	CCc1noc(C)c1C(=O)Nc1nc(-c2cccs2)cs1	?	nt
86	NS(=O)(=O)c1cccc(NC(=S)NC(=O)c2cccc([N+](=O)[O-])c2)c1	?	nt
87	CC(C)Cn1c(N)c(C(=O)COC(=O)c2ccc(F)cc2)c(=O)n(C)c1=O	?	nt
88	O=C(O)c1cn(-c2ccc(F)c(F)c2)c2c(F)c(F)c(F)c(F)c2c1=O	?	nt
89	COc1cccc(-c2nc(-c3ccc(Br)o3)no2)c1	19.0%	15.6
90	CNC(=O)CSc1nc2ccccc2c(=O)n1-c1cc(OC)ccc1OC	28.5%	nt
91	CCN(C(=O)COc1ccccc1[N+](=O)[O-])C1CCS(=O)(=O)C1 (stereo not drawn)	-0.4%	0.5
92	COC(=O)[C@H](Cc1ccccc1)NC(=O)N1Cc2ccccc2C[C@H]1C(=O)OC	6.4%	5.2
93	CC(C)Sc1nc2ccccc2n2cnnc12	-29.3%	-10.1
94	Cc1cc(=O)[nH]c2c1cnn2C(C)c1ccccc1 (stereo not drawn)	9.4%	-9.8
95	O=C(Nc1ccccc1Br)C1CC(=O)N(c2ccc3c(c2)OCCO3)C1 (stereo not drawn)	?	nt
96	Nc1nn(S(=O)(=O)c2ccccc2)cc1-c1ccc([N+](=O)[O-])cc1	?	nt
97	COc1cc(C)c(Cl)cc1S(=O)(=O)NCC1CCCO1 (stereo not drawn)	-16.9%	-0.1
98	O=C(NC1CCCC1)C(c1ccc(F)cc1)N(C(=O)Cc1cccs1)c1ccc2c(c1)OCCO2 (stereo not drawn)	10.0%	2.8
99	O=C(CSc1nnc2ncccn12)N1CCCCCC1	?	nt
100	Cc1ccc(-c2nn(CCC(=O)O)cc2/C=C\C(=O)c2ccc(Br)cc2)cc1	-6.7%	-3.7
101	COc1ccc(C2CC(C(F)(F)F)n3nc(C(=O)O)c(Cl)c3N2)cc1OC (stereo not drawn)	?	nt
102	O=C(Nc1ccc2c(c1)OCCO2)N1CCN(c2ccc(F)cc2)CC1	?	nt
103	CCOC(=O)c1cccc(NC(=O)CN(c2ccc(C)cc2)S(=O)(=O)c2c(C)noc2C)c1	i	nt
104	COc1ccc(NC(=O)CN2CCN(CC(=O)Nc3ccc(F)cc3)CC2)cc1Cl	15.4%	23.3
105	O=C(Nc1ccc(N2CCOCC2)cc1)Nc1ccc(Cl)c(Cl)c1	?	nt
106	Cc1cccn2c(=O)nc(SCC(=O)NCc3ccccc3)nc12	14.2%[0.0737 µM]	26.3
107	CCOCCCNC(=O)/C(C#N)=C/c1ccc(C)o1	i	nt
108	COc1ccc(NC(=O)C2CCN(C(=O)C3CC(=O)N(c4ccc(C)cc4)C3)CC2)cc1 (stereo not drawn)	?	nt
109	CC1(C)CC2CC(C)(CN2C(=O)NC(=O)c2ccccc2)C1 (stereo not drawn)	10.1%	0.7
110	COCCN1C(=O)N[C@@H](c2ccccc2)C(C(C)=O)=C1C	-1.3%	0.4
111	COc1cccc(Cn2cc(/C=N/NC(=O)c3cc(O)cc(O)c3)c3ccccc32)c1	?	nt
112	CCn1nc(C)cc1-c1n[nH]c(=S)n1N	?	nt
113	CCCCC(=O)NC1=NC(=O)C(C)(C)S1	?	nt
114	C/C(CC(=O)Nc1ccc2c(c1)OCCO2)=N\NC(=O)c1ccc([N+](=O)[O-])cc1Cl	i	-4.3
115	Cc1cccc(C(=O)NNC(=O)c2cccc([N+](=O)[O-])c2)c1	5.1%	7.6

High-throughput results as filed in PubChem BioAssay.
